Source: PubChem BioAssay
WT yeast gro inh: growth inhibition of WT yeast, mitochondrial fusion screen; actives 2.1% (n = 190,000); inhibition, % at 10 µM; mitochondrial fusion phenotypic screen, WT strain; in the data active means inhibition above about 58%; tested in S. cerevisiae
T cell HTS: modulates CD8 T cell binding to vesicles; AID 2052; 2C CD8+ T cell-vesicle binding, flow cytometry; active compounds read low; calls only at 7 µM; actives 0.068% (n = 330,000);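 active means response, share of CD8 T cells binding vesicles, and their 90th percentile fluorescence all below set limits, cut at about 80% in these data, passing the limit was not always enough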
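Assay system – 2C mouse CD8+ T cells · Also added – QL9-loaded Drosophila micro-vesicles · Timing – Cell–vesicle co-incubation 1.5 h at 37 °C, staining 20 min on ice · Signal – flow cytometry of vesicle-bound cells · Measure – percent CD8+ FL2 mean versus row control · Controls – Peptide-free naked vesicles (low) and QL9 vesicles with 0.7% DMSO vehicle (high)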
West Nile antiviral: inhibition of WNV-induced cytopathic effect – cell-based, CPE readout (AID 1621) | West Nile virus-infected cells, CPE inhibition; higher % means a stronger effect | one-dose CPE inhibition, % at 10 µM; IC50 in µM for titrated hits | actives 0.02% (n = 290,000); in the data active means a potency from the dose series; inconclusive means CPE inhibition mostly from about 3.7% at the one dose, without a potency; inactive means the rest, 99 in 100 with CPE inhibition below about 2.2%; further: strong numbers were not always called active
SV40 large T antigen: SV40 large T antigen inhibitors, biochemical (AID 1903); SV40 large T antigen ATPase/helicase inhibition assay; higher % means a stronger effect; inhibition, % at 20 µM; hits with a dose series show IC50 in µM; actives 0.39% (n = 310,000); in the data active means a potency from the dose series; inconclusive means inhibition mostly from about 32% at the one dose, without a potency; inactive means the rest, 99 in 100 with inhibition below about 32%; further: strong numbers were not always called active
RSV CPE inhibition: inhibition of RSV-induced cytopathic effect – HEp-2 cells, primary 10 µM value included (AID 2391) | HEp-2 cells, RSV-induced CPE inhibition; higher % means a stronger effect | one-dose CPE inhibition, % at 10 µM; IC50 in µM for titrated hits | actives 0.13% (n = 310,000); in the data active means a potency from the dose series; inconclusive means CPE inhibition mostly from about 23% at the one dose, without a potency; inactive means the rest, 99 in 100 with CPE inhibition below about 21%; further: strong numbers were not always called active
MgcRacGAP inhibition: MgcRacGAP GTPase-activating activity inhibitors, confirmation, biochemical, ADP Hunter fluorescence; inhibition, % at 30 µM; hits with a dose series show IC50 in µM; MgcRacGAP-stimulated Rac1 GTP hydrolysis, ADP Hunter fluorescence; higher % means a stronger effect; GST-tagged Rac1 F28L mutant substrate; actives 0.6% (n = 340,000);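 active means first-screen hits whose inhibition reached a set limit at any dose in the follow-up dose series; inconclusive means inhibition above the set first-screen limit but never retested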;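 further: fluorescence reports GDP produced by GAP-driven GTP hydrolysis; strong numbers were not always called active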
Salmonella PhoP GFP: PhoP-dependent GFP reporter repression – Salmonella Typhimurium, primary screen (AID 1863). S. Typhimurium PhoP-regulated promoter GFP reporter, 4 h; higher % means a stronger effect. inhibition, % at 50 µM, or IC50 in µM where a hit was titrated. actives 0.16% (n = 300,000);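 active means inhibition over 29.93%, a cutoff 3 SD above the screen mean, later confirmed by dose response; inconclusive means inhibition over 29.93% but no dose response follow-up; inactive means inhibition at most 29.93% or unconfirmed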;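 further: 0% = low Mg2+ inducing control and 100% = high Mg2+ repressing control; strong numbers were not always called active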
b-catenin transl: modulators of beta-catenin nuclear translocation; HeLa beta-catenin nuclear translocation, immunofluorescence imaging; nuclear translocation activity, % at 5 µM; actives 0.3% (n = 190,000);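 active means nuclear translocation activity above 50% at 5 µM, with a well cell count of 50 or more; inconclusive means wells under 50 cells across six images, flagged as toxic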;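 further: per-cell ratio of nuclear to cytoplasmic median beta-catenin stain intensity; plate controls were DMSO negative control for no effect and GSK-3 inhibitor IX positive control for full effect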
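Technique: fluorescence imaging of beta-catenin antibody stain plus DAPI / Material: human HeLa cell line / Incubation: compound treatment 24 h, 37°C, 5% CO2 / Read-out basis: % activation of per-cell nuclear versus cytoplasmic median beta-catenin signal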
Myeloid diff MLP: compounds promoting myeloid differentiation; calls only at 10 µM; ER-HoxA9 myeloid progenitors, lysozyme-GFP differentiation, flow cytometry; actives 1% (n = 360,000);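 active means normalized GFP-positive differentiation at or above the plate's own cutoff, the solvent-only control mean plus 3 SD; inconclusive means no clear call, values can overlap the other calls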;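 further: cells exposed to compound for four days before flow analysis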
WT yeast gro inh mutant strain: second read-out of WT yeast gro inh, no call of its own (marks repeat the call); inhibition, %; mitochondrial fusion phenotypic screen, mutant strain inhibition
b-catenin transl cell count 5 µM: recorded beside b-catenin transl, whose call it bears; cell count; measured here: cell count, cytotoxicity flag
T cell HTS vesicle-bound %: also measured in T cell HTS; calls as there; double positive events, %; measured here: CD8+ vesicle-bound cell fraction;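 binding gate set so that unloaded-vesicle control wells show 10% double positive cells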
Myeloid diff MLP GFP+ MAC1+ %: also measured in Myeloid diff MLP; calls as there; GFP+ MAC1+ double positive, %; measured here: differentiation confirmed by MAC1 staining
An asterisk follows results filed as active; i = inactive; ? = inconclusive; . = no result given.

SMILES	WT yeast gro inh	WT yeast gro inh mutant strain	T cell HTS	T cell HTS vesicle-bound %	West Nile antiviral	SV40 large T antigen	RSV CPE inhibition	MgcRacGAP inhibition	Salmonella PhoP GFP	b-catenin transl	b-catenin transl cell count 5 µM	Myeloid diff MLP	Myeloid diff MLP GFP+ MAC1+ %
CCN(C(=O)CN1CCN(c2cccc(C(F)(F)F)c2)CC1)c1c(N)n(Cc2ccccc2)c(=O)[nH]c1=O	-6	19	i	61	-0.3%	14%	-1.2%	6%	-2%	-0.5	1059	i	0.3
Cc1ccc(S(=O)(=O)CCC(=O)Oc2ccc(-c3nnco3)cc2)cc1	.	.	i	56	.	?	-1.9%	2%	-3%	.	.	i	0.4
COc1ccc(C)cc1NC(=O)C1CCCN(S(=O)(=O)c2cccc3nonc23)C1 (centres undefined)	-8	4	i	60	-1.3%	3%	-0.3%	5%	7%	-2.2	615	i	0.7
CN(C(=O)c1nn(C)c2c1CS(=O)(=O)c1ccccc1-2)c1cccc(Cl)c1	.	.	i	43	0.1%	6%	3.2%	8%	4%	.	.	i	0.0
O=S(=O)(/N=C(/Nc1ccc(Cl)cc1Cl)c1ccccc1)c1cccs1	18	14	i	6	-1.2%	34%	8.7%	5%	8%	-1.1	947	i	0.8
COc1ccc(S(=O)(=O)NC2(C(F)(F)F)NC(=O)N(CCc3ccccc3)C2=O)cc1 (centres undefined)	.	.	i	52	-0.2%	3%	0.7%	10%	3%	.	.	i	0.2
CCOC(=O)Cn1c(=O)oc2cc(S(=O)(=O)N3CCCC(C)C3)ccc21 (centres undefined)	.	.	i	5	0.0%	-2%	2.0%	-22%	6%	.	.	i	3.3
O=C1NC2(CCCCC2)C(=O)N1CCS(=O)(=O)Oc1ccccc1	4	12	i	58	-0.2%	9%	-0.4%	7%	-4%	.	.	i	0.4
O=S(=O)(c1ccc2ccccc2c1)N1CCC(c2nc(-c3ccncc3)no2)CC1	2	11	i	9	-0.6%	1%	-0.4%	7%	2%	-1.1	1240	i	2.3
Cn1ccnc1-c1nc2ccccc2[nH]c1=O	14	7	i	16	-0.6%	-2%	2.4%	-3%	-2%	0.1	1158	i	7.1
CCCN1C(=O)N(c2cccc(C)c2)C(C)(O)CC1(C)C (centres undefined)	.	.	i	56	-0.6%	4%	1.2%	.	-12%	-2.2	1171	i	1.0
Cc1cc(C)nc(NN2C(=O)/C(=C/c3ccc(O)cc3)SC2=S)n1	-8	0	i	29	0.7%	23%	2.1%	27%	8%	-0.5	1381	i	0.6
Cc1nc(-c2ccc(S(=O)(=O)Nc3ccc(Br)cc3Cl)s2)cs1	.	.	i	16	0.1%	9%	45%	1%	-2%	0.5	1316	i	0.6
C=CCNC(=O)Nc1ccc(F)cc1F	12	-8	i	62	-0.1%	1%	1.8%	5%	6%	-1.1	988	i	0.4
COc1cc(C)c(C(C)C)cc1S(=O)(=O)N1CCN(C)CC1	-2	11	i	55	-0.5%	0%	0.4%	5%	1%	-1.4	967	i	1.0
O=[N+]([O-])c1cccnc1NCCc1ccccc1	1	3	i	50	-0.5%	11%	-0.3%	3%	-10%	0.2	1061	i	0.1
CCn1nnnc1SCC(=O)N1c2ccccc2Sc2ccccc21	-7	-12	i	40	0.8%	6%	1.8%	12%	-5%	-2.6	531	i	0.9
COC(=O)CCC(NC(=O)c1cc(-c2ccc3c(c2)OCCO3)oc1C)C(=O)OC (centres undefined)	17	-9	i	25	-0.7%	9%	0.5%	5%	0%	-0.6	994	i	0.9
COc1ccc(C(CCO)NC(=O)c2cccs2)cc1OC (centres undefined)	0	4	i	35	0.8%	7%	1.0%	7%	0%	2.6	1268	i	0.1
Cc1ccc(-c2c(C)sc3nc[nH]c(=O)c23)cc1C	.	.	i	54	-1.0%	9%	8.3%	5%	3%	.	.	i	0.3
Cn1cccc1C(=O)NS(=O)(=O)c1ccccc1Cl	-11	2	i	9	0.2%	10%	0.2%	-11%	3%	-1.5	1087	i	2.2
Cc1cccnc1NC(=O)c1ccc(S(=O)(=O)N2CC(C)OC(C)C2)cc1 (centres undefined)	-6	3	i	50	-0.7%	7%	3.6%	2%	8%	-3.6	1083	i	0.6
O=C1COc2ccc(S(=O)(=O)NCc3ccccc3)cc2N1	.	.	i	48	0.0%	3%	1.2%	4%	-5%	.	.	i	0.1
O=C(O)C1CCCCC1C(=O)Nc1ccc(Cl)cc1Cl (centres undefined)	11	7	i	13	-0.1%	12%	-0.5%	-1%	-2%	-1.3	1100	i	1.8
O=C(/C=C/c1ccco1)Nc1cccnc1Cl	.	.	i	26	0.5%	10%	0.3%	6%	-3%	2.0	911	i	0.5
CCOC(=O)CCCSc1nc2sc(C)c(C)c2c(=O)[nH]1	7	-11	i	34	0.4%	3%	0.9%	9%	13%	-1.4	1063	i	1.1
Cc1ccc(S(=O)(=O)NNC(=O)c2sc(=S)n(C)c2C)cc1	-6	1	i	51	-0.1%	28%	0.4%	-5%	8%	1.5	984	i	0.6
CCN(CC)CCN(C(=O)c1ccccc1OC)c1nc2ccc(F)cc2s1	10	14	i	45	-0.5%	16%	-2.0%	-14%	3%	-0.9	1020	i	0.8
COc1ccc(CCNS(=O)(=O)c2ccc(OC)cc2)cc1	74*	15*	i	12	-0.7%	6%	2.0%	3%	-2%	0.1	1271	i	0.7
Cc1cc(C)cc(N2C(=O)CC(n3ccnc3)C2=O)c1 (centres undefined)	2	2	i	42	0.3%	2%	2.3%	8%	-15%	-3.8	1172	i	1.3
COC(=O)c1ccccc1NC(=O)NN1CCN(C)CC1	.	.	i	67	0.1%	17%	1.3%	8%	3%	.	.	i	0.3
Cc1cccc(NC(=O)N(Cc2cc3cc(C)ccc3[nH]c2=O)CC2COCCO2)c1 (centres undefined)	2	-9	i	31	-0.1%	4%	5.5%	8%	6%	0.3	1467	i	0.9
S=c1[nH]nc(Cc2ccccc2)n1Cc1ccco1	-14	0	i	36	0.1%	1%	-0.2%	9%	-7%	-1.3	1162	i	0.4
O=C(COc1nsnc1N1CCOCC1)Nc1ccc(Cl)cc1	25	12	i	56	-0.6%	-5%	9.3%	8%	1%	0.9	1548	i	0.2
COC(=O)c1cc(S(=O)(=O)NCc2ccccc2)c[nH]1	.	.	i	26	-0.3%	.	2.3%	12%	.	.	.	i	3.3
Cc1[nH][nH]c(=O)c1N=Nc1ccc(Cl)cc1	-8	-4	i	52	-0.5%	19%	-0.2%	14%	-3%	0.6	1056	i	0.6
O=C(N/N=C/c1cn[nH]c1-c1ccc(F)cc1)c1ccncc1	-3	-14	i	6	0.6%	7%	0.3%	5%	5%	-1.0	932	i	0.3
O=C(NCCc1ccc(Cl)cc1)c1nnc(Cc2ccc(Cl)cc2)o1	4	-4	i	46	.	5%	0.7%	-2%	1%	0.8	601	i	2.5
Cc1csc(OCc2ccc(C#N)cc2)n1	16	14	i	34	0.4%	8%	2.8%	6%	1%	.	.	i	1.5
CCSc1ccc(-c2nn(-c3ccccc3)cc2/C=C(/C#N)C(=O)NCCCOC)cc1	-3	7	i	48	-0.2%	7%	3.3%	2%	-1%	1.4	1084	i	0.3
CC(C)CCOc1ccc(C(=O)CCNC(C)C(=O)O)cc1 (centres undefined)	-13	-10	.	.	-0.1%	1%	.	.	-9%	3.0	910	.	.
Cc1c(NC(=S)NC(=O)c2cccc([N+](=O)[O-])c2)c(=O)n(-c2ccccc2)n1C	.	.	i	33	0.1%	11%	0.7%	.	-8%	.	.	i	2.4
O=C(c1ccc2snnc2c1)N1CCSCC1	1	5	i	12	0.4%	6%	-0.2%	12%	-5%	-8.2	1036	i	0.8
CS(=O)(=O)N1CCCC(C(=O)NCc2cccs2)C1 (centres undefined)	-14	-11	i	37	-0.7%	0%	1.3%	1%	1%	-4.4	832	i	1.6
O=C(NCc1ccc(Cl)cc1)C1CCN(S(=O)(=O)c2cccc3nonc23)CC1	.	.	i	16	1.9%	0%	5.3%	-2%	7%	.	.	i	3.7
CN1C(C(=O)NCc2cccc(Br)c2)CC2Cn3c(nc4ccccc43)C21 (centres undefined)	.	.	i	9	-0.3%	17%	0.1%	-1%	-3%	-1.1	1341	i	1.1
O=C(COC(=O)CNC(=O)c1ccccc1Cl)Nc1ncc(C(F)(F)F)cc1Cl	-6	-16	i	43	1.3%	1%	3.0%	3%	-12%	.	.	i	0.6
COc1ccc(C(C)(C)C)cc1NC(=O)CCNC(=O)c1ccco1	.	.	i	24	-1.6%	13%	0.7%	6%	3%	.	.	i	0.8
COC(=O)c1ccc(C(=O)OC)c(NC(=O)COC(=O)C23CC4CC(CC(O)(C4)C2)C3)c1	26	4	i	27	0.5%	5%	-0.7%	17%	8%	-8.2	1291	i	0.4
CC(C)CC(c1nnnn1C(C)C)N1CCN(C(=O)c2ccco2)CC1 (centres undefined)	.	.	i	58	.	10%	-1.6%	4%	-1%	.	.	i	0.4
Cc1nc2ccccc2c(C)c1CC(=O)N(C)CC(=O)Nc1cccc(F)c1	.	.	i	56	.	6%	-0.3%	7%	-3%	.	.	i	0.8
N/C(=N\OC(=O)Cc1cccs1)c1ccc([N+](=O)[O-])cc1	4	7	i	44	-0.4%	5%	1.3%	14%	4%	-1.7	559	i	0.4
